HIV peptide binding – inhibitors of HIV fusion peptide binding, primary screen, biochemical, uHTS, fluorescence dequenching (AID 1986) | inhibition, % at 20 µM, or IC50 in µM where a hit was titrated | cell-free peptide binding, fluorescence dequenching, 30 min; higher % means a stronger effect | 0.3% of 290,000 active; in the data active means inhibition mostly above about 52%, no sharp cut-off; inactive means mostly below about 76%; further: some results filed as inactive read as strong as hits
KOR beta-arrestin-1 – KOR antagonists, beta-arrestin recruitment, cell-based, luminescence, uHTS (AID 1778); Kappa-type opioid receptor (Homo sapiens); KOR beta-arrestin recruitment, luminescence, antagonist mode; higher % means a stronger effect; inhibition, % at 10 µM; hits with a dose series show IC50 in µM; 0.091% of 290,000 active; in the data active means inhibition above about 50%; further: strong numbers were not always called active
NOD1 NF-kB reporter – NOD1 signaling inhibitors, primary screen, cell-based, luminescence, uHTS (AID 1578); NOD1-driven NF-kB luciferase reporter cells, luminescence; higher % means a stronger effect; one-dose inhibition, % at 4 µM; EC50 in µM for titrated hits; 1% of 290,000 active; in the data active means inhibition mostly above about 36%, no sharp cut-off; inactive means mostly below about 34%;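 further: HEK-293T reporter cells stimulated with the NOD1 agonist gamma-tri-DAP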
KOR beta-arrestin-2 – KOR agonists, beta-arrestin recruitment, primary screen, cell-based, luminescence, uHTS (AID 1777); Kappa-type opioid receptor (Homo sapiens); KOR beta-arrestin recruitment, luminescence; higher % means a stronger effect; activation, % at 10 µM; hits with a dose series show EC50 in µM; 0.02% of 280,000 active; in the data active means activation above about 50%, passing the limit was not always enough; further: a part of the inactive calls stands beside numbers as strong as those of hits
AID2073 – inhibitors of Mint1-CaV2.2 protein interaction, biochemical, HTRF (AID 2073). Voltage-dependent N-type calcium channel subunit alpha-1B (Homo sapiens). HTRF protein-protein interaction, Mint1-CaV2.2; higher % means a stronger effect. inhibition, % at 20 µM; hits with a dose series show IC50 in µM. 0.19% of 290,000 active; in the data active means inhibition mostly above about 51%, no sharp cut-off; further: some results filed as inactive read as strong as hits
GPR35 arrestin U2OS – GPR35 antagonists blocking zaprinast-driven arrestin recruitment, primary screen, imaging, U2OS, beta-arrestin-GFP, zaprinast agonist (AID 2058) | inhibition, % at 10 µM, or IC50 in µM where a hit was titrated | 0.052% of 290,000 active | U2OS GPR35 beta-arrestin-GFP translocation imaging, zaprinast antagonism; higher % means a stronger effect | G-protein coupled receptor 35 (Homo sapiens);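 active means inhibition of at least 50% with at least 30 cells and total cytoplasm GFP at most 10,000,000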
GPR55 LPI antagonism – GPR55 antagonists blocking LPI-driven arrestin recruitment, primary screen, imaging, U2OS, beta-arrestin-GFP, LPI agonist (AID 2013); 0.13% of 290,000 active; G-protein coupled receptor 55 (Homo sapiens); U2OS GPR55 beta-arrestin-GFP translocation imaging, LPI antagonism; higher % means a stronger effect; inhibition, % at 10 µM, or IC50 in µM where a hit was titrated;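 active means spots per cell inhibited over 60%, with over 100 cells counted and total cytoplasm intensity under 500,000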;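 further: U2OS cells stably carrying GPR55 and arrestin-GFP stimulated by 5 µM LPI near EC80; imaged beta-arrestin-GFP aggregate spots per cell after agonist stimulation; plate controls were LPI-stimulated DMSO wells for no effect and DMSO wells without LPI for full effect; some results filed as inactive read as strong as hits; confirmed hits need IC50 under 10 µM and bright autofluorescent wells are also inconclusive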
SIAH1 antagonists – Siah-1 peptide-binding antagonists, primary screen, biochemical, fluorescence polarization, rhodamine-plectin, uHTS (AID 1817); E3 ubiquitin-protein ligase SIAH1 (Homo sapiens); displacement, % at 20 µM, or IC50 in µM where a hit was titrated; Siah-1 / rhodamine-plectin peptide fluorescence polarization; higher % means a stronger effect; 0.02% of 290,000 active;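 active means displacement of at least 50% at 20 µM, with a fluorescence ratio check between 0.3 and a set limit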;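 further: plate controls were Siah plus tracer with DMSO for no effect and tracer alone without Siah for full effect; strong numbers were not always called active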
GPR55 beta-arrestin – GPR55 agonists via beta-arrestin recruitment, primary screen, imaging, U2OS cells, beta-arrestin-GFP redistribution (AID 1961). U2OS GPR55 beta-arrestin-GFP redistribution imaging; higher % means a stronger effect. activation, % at 10 µM; hits with a dose series show EC50 in µM. 0.048% of 290,000 active;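 active means activation above 40% with more than 50 cells counted in the well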;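 further: U2OS osteosarcoma cells stably expressing GPR55 and beta-arrestin-GFP; plate controls were DMSO negative control for no effect and LPI positive control for full effect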
An asterisk follows results filed as active; . = no result given; [ ] = dose if it differs, or a comment. This is a subset; rates above refer to the full screens.

#	GPR55 beta-arrestin	GPR35 arrestin U2OS	AID2073	NOD1 NF-kB reporter	SIAH1 antagonists	GPR55 LPI antagonism	HIV peptide binding	KOR beta-arrestin-1	structure	KOR beta-arrestin-2
1	0.1%	-2.6%	1.2%	-14.1%	0.5%	2.6%	-0.1%	-63.2%	CC(=O)Nc1ccc(S(=O)(=O)N(CCCN2CCOCC2)Cc2cccs2)cc1	2.7%
2	-0.2%	6.7%	12.4%	18.9%	2.7%	6.9%	-1.1%	10.2%	COc1cccc(C(=O)Nc2cc(NC(=O)c3cccs3)ccc2C)c1	9.3%
3	0.7%	-0.8%	4.8%	-5.1%	-4.6%	-12.3%	-1.2%	23.6%	N#Cc1cccnc1N1CCN(C(=O)c2cccs2)CC1	-6.9%
4	20.0%	11.5%	5.5%	-3.7%	15.3%	23.7%	8.1%	-8.7%	O=C1C(Cl)=C(N2CCN(c3ccccc3[N+](=O)[O-])CC2)C(=O)c2ccccc21	5.7%
5	-0.2%	-13.8%	-7.9%	-10.3%	-4.6%	3.6%	-2.8%	-5.7%	CCCc1nc(-c2cc3ccccc3[nH]c2=O)no1	5.5%
6	0.2%	14.1%	-6.6%	-38.6%	1.0%	-3.3%	-1.5%	-19.8%[20 µM]	COc1cccc(-n2cnc3sc4c(c3c2=O)CCC4)c1	.
7	-0.1%	4.7%	-9.9%	-28.1%	-0.2%	0.5%	1.4%	-43.7%[20 µM]	CCOCC(=O)N1CCN(c2ccccc2OC)CC1	1.7%
8	0.1%	-4.6%	11.6%	4.9%	-2.6%	7.9%	-0.3%	-3.0%	O=C(OCC(=O)N1CCc2ccccc21)c1c2c(nc3ccccc13)CCCCC2	4.4%
9	-0.1%	3.7%	10.1%	-14.1%	10.1%	17.3%	3.8%	-14.4%	O=C(CSc1nc(-c2ccc(F)cc2)cc(C(F)(F)F)n1)NCc1cccs1	0.7%
10	0.0%	-6.8%	-11.2%	-19.4%	-0.8%	0.1%	-0.1%	-4.7%	COc1ccc(N2CCN(Cc3nc4ccccc4c(=O)[nH]3)CC2)cc1	27.7%
11	0.2%	-4.0%	3.1%	-6.5%	-3.2%	5.6%	1.3%	-6.8%	O=C1CS/C(=N/N=C/c2ccncc2)N1	-1.4%
12	-0.1%	4.2%	-8.9%	1.7%	13.8%	2.5%	-1.7%	24.8%	Cc1ccc(NC(=O)C(=O)NN)cc1	1.9%
13	0.0%	0.4%	-3.0%	2.4%	-1.2%	3.9%	1.1%	-5.9%	CCC(CC)C(=O)N1CCCC(c2nc(-c3cccs3)no2)C1 (configuration not stated)	4.5%
14	-0.1%	-5.1%	13.0%	-8.6%	2.5%	8.4%	-1.1%	6.2%	COc1ccc(NC(=O)C2CCCN(c3ncnc4onc(-c5ccc(F)cc5)c34)C2)cc1 (configuration not stated)	-4.4%
15	0.0%	10.7%	-1.6%	-2.1%	7.5%	5.4%	0.8%	11.9%	COc1ccc(CN(CC(O)COc2cccc3[nH]cc(C)c23)C(C)(C)C)cc1 (configuration not stated)	1.0%
16	0.1%	4.1%	-3.7%	-13.9%	2.6%	12.3%	-0.4%	-54.5%	O=C(NCCS(=O)(=O)N1CCN(c2ccc(F)cc2)CC1)c1ccc(Br)o1	-4.7%
17	0.5%	4.1%	47.3%	-23.5%	3.2%	7.0%	5.2%	14.2%	O=C(Nc1cnn(Cc2ccc(F)cc2)c1)c1cc(-c2ccco2)on1	-1.3%
18	0.0%	-12.7%	2.3%	12.9%	-3.1%	1.4%	1.4%	-11.4%	Cc1cccc(CNC(=O)C(C)n2nc(C)c3c(C)n(-c4ccccc4)nc3c2=O)c1 (configuration not stated)	8.3%
19	0.3%	11.1%	3.1%	-64.5%	-2.3%	5.1%	-0.2%	6.4%	c1ccc(-n2ncc3c(N4CCN(c5ccccn5)CC4)nc(N4CCOCC4)nc32)cc1	-0.5%
20	-0.2%	-10.1%	11.0%	-34.4%	3.3%	8.4%	0.1%	19.0%	Cc1ccn2c(=O)c(C(=O)NCCCN3CCCCC3C)c(O)nc2c1 (configuration not stated)	0.7%
21	0.1%	-11.1%	2.1%	-13.6%	2.5%	-3.6%	-0.2%	-1.6%[20 µM]	COc1ccc(-n2nnnc2SCC(=O)Nc2ccccc2F)cc1	-0.7%
22	0.0%	12.1%	25.8%	8.0%	2.6%	5.1%	-8.0%	-8.0%	O=C(N/N=C/C=C/c1ccc([N+](=O)[O-])cc1)c1cccs1	2.0%
23	-0.1%	-20.6%	13.4%	-41.6%	3.4%	10.4%	0.3%	-4.0%[20 µM]	Cc1ccc(SC(C)C(=O)N2CCC(C(N)=O)CC2)cc1 (configuration not stated)	.
24	-0.1%	8.8%	-15.6%	-19.5%	-6.2%	8.6%	-0.7%	-4.6%	Cc1ccc(Nc2nnc(-c3ccc4c(c3)OCO4)o2)c(C)c1	3.5%
25	0.0%	12.0%	13.9%	9.2%	-9.2%	7.3%	1.2%	-15.6%	CSc1cccc(NC(=O)Nc2nc3c(C)cccc3s2)c1	9.2%
26	0.2%	-6.3%	27.2%	13.6%	-4.9%	-0.5%	-0.9%	-44.9%	CCc1ccc(-c2cc(C(=O)N/N=C/c3c[nH]c4ccccc34)[nH]n2)cc1	0.9%
27	0.4%	2.1%	-1.1%	-16.5%	9.4%	19.3%	0.3%	-7.8%	CCn1ncc(C(=O)Nc2ccccc2C)c1C	-3.1%
28	0.3%	13.9%	4.6%	8.3%	-5.5%	16.0%	-1.8%	27.4%	CC(C)(C)c1cc2cccnc2n1Cc1cccc(Cl)c1	-2.2%
29	-0.2%	4.4%	1.8%	-11.0%	1.5%	17.6%	-0.8%	-2.1%	COc1ccc(N2CCN(S(=O)(=O)c3ccc(OC)c(C(=O)N4CCCC4)c3)CC2)cc1	-4.2%
30	0.4%	-6.7%	1.2%	-20.5%	-2.1%	3.5%	-0.4%	-23.7%	C/C(CC(=O)Nc1ccc2c(c1)OCCO2)=N\NC(=O)COc1ccccc1	-1.6%

(more compounds)
#	GPR55 beta-arrestin	GPR35 arrestin U2OS	AID2073	NOD1 NF-kB reporter	SIAH1 antagonists	GPR55 LPI antagonism	HIV peptide binding	KOR beta-arrestin-1	structure	KOR beta-arrestin-2
31	-0.1%	-9.1%	4.0%	.	3.8%	-0.6%	1.3%	-14.2%	c1nc(N2CCOCC2)c2c3c(sc2n1)CCCC3	1.6%
32	-0.2%	12.1%	18.7%	-21.4%	17.8%	9.3%	26.8%	-35.8%	CCC1=NN2C(=N)/C(=C\c3cccn3-c3ccc(OC)cc3)C(=O)N=C2S1	-1.8%
33	0.4%	4.4%	12.5%	-37.0%	-2.7%	-2.8%	-0.1%	16.4%	CCCCSc1nc(C)c(C(C)=O)cc1C#N	-2.9%
34	0.2%	8.9%	-2.5%	-11.8%	0.5%	1.2%	-1.0%	5.1%	CC(C)(C)Nc1nc(SCc2ccccc2)nc(N2CCOCC2)n1	10.5%
35	-0.1%	-15.5%	-2.2%	1.6%	9.1%	16.3%	-2.4%	-8.1%	CCC1(C)Cc2ccccc2-c2nc(-c3ccccc3)oc(=O)c21 (configuration not stated)	-1.5%
36	-0.1%	16.5%	1.0%	21.1%	-4.3%	-3.6%	-2.2%	.	CSC1=NCCN1C(=O)Cc1cccs1	-1.8%
37	0.3%	-8.3%	8.2%	-37.9%	-1.0%	-7.3%	-3.3%	10.5%	CC1=NN(c2ccccc2)C(=O)/C1=C\c1cc(C)n(-c2ccccc2)c1C	-5.6%
38	0.5%	17.6%	23.5%	-4.1%	-11.1%	4.1%	-1.6%	24.9%	Nc1ccc(-c2nnc(-c3ccccc3)o2)cc1	-6.3%
39	-0.2%	-4.5%	33.3%	-10.8%	-1.2%	-6.0%	-2.1%	-16.0%[20 µM]	Cc1ccc2nc(Br)c3c(c2c1)OC(CBr)C3 (configuration not stated)	1.8%
40	-0.5%	11.6%	-6.9%	-15.3%	2.8%	6.3%	1.7%	16.6%	CCOc1cc(CN2CCN(C(=O)c3ccco3)CC2)ccc1OC	1.3%
41	-0.1%	1.4%	0.5%	-21.8%	43.2%	-12.3%	-0.2%	-5.7%	COc1ccc2nc(C)c3cc(C)oc3c2c1	3.7%
42	0.3%	-6.4%	2.1%	-29.6%	-5.1%	-2.3%	1.0%	5.8%	COc1ccc(NC(=O)CS(=O)CC(=O)NCc2cccc(C(F)(F)F)c2)cc1 (configuration not stated)	-7.0%
43	-0.1%	8.1%	-0.1%	3.4%	0.2%	-9.4%	-5.8%	-9.2%	Cc1ccc(C(C)C)c(OCCN(C)C)c1	-0.8%
44	-0.1%	-8.7%	10.5%	-39.8%	1.1%	3.5%	-1.6%	-14.9%[20 µM]	COc1ccccc1CNC(=O)[C@H](Cc1c[nH]c2ccccc12)NC(=O)[C@@H]1Cc2ccccc2CN1	-1.9%
45	-0.1%	11.9%	2.3%	11.4%	3.0%	3.8%	6.5%	3.6%	Cc1ccc(OCc2ccc(C(=O)Nc3nccs3)o2)cc1C	-1.3%
46	-0.1%	-11.1%	26.1%	-20.9%	-0.9%	-10.8%	-1.9%	-41.5%[20 µM]	S=c1[nH]nc(-c2cccs2)n1Cc1ccccc1	-2.1%
47	-0.2%	-3.1%	5.2%	-2.4%	1.2%	8.6%	0.6%	-38.8%	CCC(C)NC(=O)CSc1nnc(-c2cc(-c3ccc(C)cc3)nc3ccccc23)n1N (configuration not stated)	-6.0%
48	0.4%	-6.6%	-2.9%	-17.4%	0.5%	-3.4%	-2.5%	-20.8%	Cc1cc(C(=O)NCc2cccnc2)no1	6.1%
49	0.6%	16.8%	19.7%	18.4%	-9.2%	4.7%	-1.6%	-53.3%	O=C(NCCc1cnc[nH]1)c1cccs1	4.3%
50	-0.3%	-1.8%	-6.6%	-11.7%	15.2%	4.0%	-1.8%	-39.3%	CN(CC(=O)N1CCN(c2ccc(F)cc2)CC1)S(=O)(=O)c1ccc2c(c1)c(=O)n(C)c(=O)n2C	1.6%
51	-0.2%	19.6%	17.4%	26.5%	-4.6%	2.0%	-2.5%	0.5%	Cc1ccc(C(=O)NCC(=O)NCCCc2ccccc2)s1	-2.2%
52	-0.1%	13.0%	9.6%	-75.0%	3.1%	-4.9%	-0.5%	-12.3%	Nc1ccc(-c2nc3ccccc3s2)cn1	0.4%
